KB-3-1 cytotox = kills parental KB-3-1 adenocarcinoma cells. KB-3-1 viability, CellTiter-Glo ATP luminescence, 72 h. Potency, µM (titrated, usually from 46.1 µM), inactives show at the highest dose activity change, negative = cytotoxic, most hits filed as cytotoxic. hit rate 1.4% among 400,000. AID 1347075; note: potency is the fitted concentration of half-maximal effect; % is set by controls: 0 for no effect and ±100 for the full control effect; nearly all actives have a fitted effect of over 60% in size
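Multi-concentration cytotoxicity screen in KB-3-1 cells grown in DMEM lacking phenol red with 10% FBS. After 72 h at 37 °C with compound, ATP-dependent luminescence was recorded.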
ATXN2 expr inh = inhibitors of ATXN2 expression; HEK-293 ATXN2-luciferase reporter, luminescence, 24 h; Potency, µM (titrated, usually from 57 µM), for inactives: at the highest dose activity change, negative = inhibition, actives largely listed as inhibitors; hit rate 0.72% among 360,000; AID 1745845; note: potency is the fitted concentration of half-maximal effect; % is set by controls: 0 for no effect and ±100 for the full control effect; nearly all actives have a fitted effect of over 55% in size
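qHTS (up to 57 uM final) was run with 24 h compound exposure of reporter cells at 37 °C. Each well was multiplexed: SteadyGlo luminescence measured ATXN2-luciferase expression after a fluorogenic Gly-Phe-AFC viability readout (25 uM final).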
S2 tox = reduces viability in counter-screen for ATXN expression inhibitors; S2 cells (HEK-293 line with an ATXN2-luciferase reporter) viability, CellTiter-Fluor protease fluorescence, 24 h; hit rate 0.49% among 400,000; Potency, µM (titrated, usually from 56.7 µM), most hits filed as cytotoxic; note: potency is the fitted concentration of half-maximal effect; nearly all actives have a fitted effect of over 40% in size
IL1B secr inh = blocks inflammasome-driven IL-1 beta release | THP-1 LPS/ATP IL-1B secretion, AlphaLISA, 16 h; hits give low values | activity change, % at 57.5 µM | hit rate 4.7% among 360,000; in the data active = activity change below about -50%; inconclusive = mostly about -30% to -49%; note: % is set by controls: 0 for no effect and ±100 for the full control effect
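THP-1 cells pretreated 1 hr with compounds (up to 57.5 uM final), then stimulated with LPS (250 ng/mL final) plus ATP (1.25 mM final); secreted IL-1B measured by AlphaLISA after 16 hr, decreased signal indicating inhibition.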
KB-V1 MDR tox = KB-V1 MDR subline cytotoxicity; KB-V1 MDR cells viability, CellTiter-Glo, 72 h; Potency, µM (doses to about 46.1 µM), inactives show at the top dose activity change, negative = cytotoxicity, most hits filed as cytotoxic; hit rate 3.4% among 400,000; AID 1347076; note: potency is the fitted concentration of half-maximal effect; % is set by controls: 0 for no effect and ±100 for the full control effect; nearly all actives have a fitted effect of over 60% in size
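Drug-selected KB-V1 cells, grown in DMEM lacking phenol red with 10% FBS, receive compound titrations; after three days at 37 degrees C, surviving cell ATP is quantified by CellTiter-Glo luminescence and responses normalized and curve-fitted.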
HT1080 IDH1KD tx = kills HT-1080 cells with IDH1 knockdown; HT-1080 IDH1 knockdown viability, ATP luminescence, 48 h; Potency, µM (series often up to 46.1 µM), inactives show top-dose activity, negative = toxicity, actives largely listed as cytotoxic; hit rate 2% among 360,000; AID 686971;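 note: potency is the fitted concentration of half-maximal effect; 0% = DMSO wells and -100% = cell-free medium wells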
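CellTiter-Glo luminescence after 48 h compound exposure at 37 degrees C of IDH1-knockdown HT-1080 cells in 5% FBS RPMI. %Activity scaled between DMSO wells and cell-free media wells, with curves fitted and assigned curve classes.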
SW480 rereplic = inducers of DNA re-replication in SW480 colon cancer cells | Potency, µM (doses to about 46.1 µM), inactives show at the top dose re-replication activation, actives largely listed as activators | SW480 DNA re-replication, Hoechst DNA content imaging, 48 h | AID 624297 | hit rate 1.8% among 340,000; note: potency is the fitted concentration of half-maximal effect; % of control where 0% means no effect; nearly all actives have a fitted effect of over 55% in size
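Compounds, transferred as 23 nL by pin tool, were incubated with cells for 48 hr; DNA content per nucleus was then quantified by Hoechst staining and fluorescence plate imaging.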
HT1080NT lethal = kills 2HG-producing HT-1080-NT fibrosarcoma cells. AID 686970. Potency, µM (doses to about 46.1 µM), without a hit: top-dose activity, negative = less viability, usual class: cytotoxic. HT-1080-NT fibrosarcoma viability, CellTiter-Glo ATP luminescence, 48 h. hit rate 1.6% among 360,000;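 note: NT is the 2HG producing partner of a matched IDH1 knockdown line; potency is the fitted concentration of half-maximal effect; 0% = DMSO-treated cells and -100% = media-only wells without cells; nearly all actives have a fitted effect of over 55% in size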
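Toxicity toward the 2HG-producing NT line was scored as %Activity, normalised to DMSO and no-cell wells, from CellTiter-Glo luminescence after 48 hours' treatment.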
MCF10A rerep = induces DNA re-replication in MCF 10a normal breast cells; MCF 10A DNA re-replication, Hoechst nuclear intensity, 48 h; Potency, µM (doses to about 46.1 µM), inactives show at the highest dose activity, positive = re-replication, most hits filed as activators; hit rate 2.9% among 350,000; AID 624296; note: potency is the fitted concentration of half-maximal effect; % of control where 0% means no effect; nearly all actives have a fitted effect of over 50% in size
An asterisk follows results filed as active; i = inactive; ? = inconclusive; / = no result given; [ ] = remark or other dose. Unless noted, calls come from the whole dose curve; as a rule, active = well fitted curve in the direction sought with a large enough effect; inconclusive = small, poorly fitted or top-dose-only effect, or another doubt; inactive = no such curve, though single readings can be large; an effect the other way counts as inactive or inconclusive.

SMILES	KB-3-1 cytotox	ATXN2 expr inh	S2 tox	IL1B secr inh	KB-V1 MDR tox	HT1080 IDH1KD tx	SW480 rereplic	HT1080NT lethal	MCF10A rerep
O=C(OC(C(=O)NC1CCCC1)c1ccccc1F)c1ccco1 (stereo not given)	14%	62%[activator]	?	0	8%	5%	-3%	19%	0%
CCOc1ccc2[nH]c(=O)c(CN(Cc3ccco3)C(CC)c3nnnn3Cc3ccccc3)cc2c1 (stereo not given)	?	?	/	?	?	?	21%	-24%	13%
CCCCNC(=O)Cc1coc2ccc3ccccc3c12	-1%	-3%	i	-20	-2%	9%	?	-4%	-178%[0.0737 µM]
CN1CCN(c2ccccc2NC(=O)c2ccc(Br)o2)CC1	-3%	-21%	i	-52*	-8%	9%	3%	4%	2%
COc1ccc(NC(=O)CSc2nc(N)cc(=O)[nH]2)cc1S(=O)(=O)N1CCCCC1	8%	-2%	i	-4	?	0%	?	7%	-6%
COc1ccc(C2CC(=O)c3cc(-c4nc(-c5cccc([N+](=O)[O-])c5)cs4)c(=O)n(-c4ccc(F)cc4)c3C2)cc1 (stereo not given)	2%	5%	i	/	17%	/	/	/	/
COc1ccc(C(=O)Nc2ccc(N3CCCC3)cc2)cc1OC	?	24%	i	-27	-35%	?	4%	-28%	?
CCc1nnc(NS(=O)(=O)c2ccc(NC(=S)NC(=O)c3cccs3)cc2)s1	?	-11%	i	0	0%	-2%	-8%	-4%	5%
CCCC(=O)NC(=S)Nc1ccc(NC(=O)c2cccs2)cc1	15%	15%	i	-10	-4%	6%	0%	6%	0%
COc1ccc(C2(c3ccc(OC)cc3)NC(=O)N(CC(=O)NCC(F)(F)F)C2=O)cc1	-7%	-1%	i	-7	-10%	-18%	0%	-4%	16%
CC(C)(C)Cc1nnc(NC(=O)CCC2CCCCC2)s1	14%	-3%	i	30	0%	3%	-2%	11%	-1%
O=C(CSc1nc2c([nH]c3ccccc32)c(=O)n1-c1ccc(Cl)cc1)NCc1ccccc1	20%	-7%	i	/	-7%	/	/	/	/
COCCN(C(=O)CSCC(=O)Nc1cccc(C)c1)c1c(N)n(Cc2ccccc2)c(=O)[nH]c1=O	?	7%	i	28	2%	7%	-8%	4%	-2%
CN1CCN(CCCNC(=O)c2ccc3nc(Cc4ccccc4)oc3c2)CC1	-2%	-13%	i	/	11%	/	/	/	/
CON(c1nc(Cl)nc(N(C)C)n1)S(=O)(=O)c1ccccc1Cl	?	-10%	i	-4	-20%	-22%	11%	-24%	20%
COc1ccc(-c2nc3n(n2)C(c2ccccc2F)C(C(=O)Nc2cccnc2)=C(C)N3)cc1OC (stereo not given)	0%	-7%	?	/	0%	/	/	/	/
O=C(NNC(=O)NC1CCCCC1)NC1CCCCC1	3%	/	/	1	5%	5%	-23%	1%	-20%
CCCCCCCCNCCS(=O)(=O)NCc1ccc(OC)cc1	2%	?	?	-50*	-1%	-10%	5%	-7%	?
Cc1ccc(N(C)S(=O)(=O)c2ccc(-c3ccc(=O)[nH]n3)s2)cc1C	-1%	/	i	-10	-1%	-1%	-31%[inhibitor]	-7%	12%
c1coc(-c2nnc3sc(C4CCCCC4)nn23)c1	-2%	-2%	i	-12	-9%	1%	-2%	1%	1%

Results in KB-3-1 cytotox and MCF10A rerep, for 2 of the compounds above:
Compound,KB-3-1 cytotox,MCF10A rerep
CC(C)(C)Cc1nnc(NC(=O)CCC2CCCCC2)s1,14%,-1%
CN1CCN(CCCNC(=O)c2ccc3nc(Cc4ccccc4)oc3c2)CC1,-2%,/

Continued:
SMILES	KB-3-1 cytotox	ATXN2 expr inh	S2 tox	IL1B secr inh	KB-V1 MDR tox	HT1080 IDH1KD tx	SW480 rereplic	HT1080NT lethal	MCF10A rerep
Cc1nn(-c2ccccc2)c(C)c1/C=C/C(=O)OC(C)C(N)=O (stereo not given)	-3%	28%	i	10	23µM*	11%	-59%[inhibitor]	8%	1%
CC[n+]1ccc2cc(OC)c(OC)cc2c1Cc1ccc(OC)c(OC)c1	0%	-1%	i	33	0%	-14%	-7%	-3%	-3%
Cc1ccc(/C=C2\SC(=S)N(c3cccnc3)C2=O)cc1	6%	-35%	i	-6	25%	5%	-15%	5%	?
O=C(CCCCn1c(=O)c2ccccc2n(CC(=O)Nc2cccc(C(F)(F)F)c2)c1=O)NCc1ccc2c(c1)OCO2	9%	0%	i	/	-7%	/	/	/	/
Cc1cccc(C)c1NC(=O)C1CCCN1C(=O)OC(C)(C)C (stereo not given)	-14%	3%	i	-8	2%	1%	-12%	-1%	3%
CC(NC(=O)C12CC3CC(C)(CC(C)(C3)C1)C2)c1ccncc1 (stereo not given)	4%	-4%	i	-5	5%	9%	-2%	0%	3%
Cn1cccc1C(=O)OCC(=O)Nc1ccc2c(c1)OCO2	-8%	/	i	9	3%	9%	-5%	8%	-4%
CCCCN1CNC(=S)N(CCc2ccc(OCC)c(OCC)c2)C1	2%	-2%	i	27	?	?	-6%	1%	-52%[inhibitor]
COc1cc(/C=C(/C#N)C(=O)Nc2ccc(C)cc2)ccc1Oc1nc(Cl)ncc1F	-19%	?	i	0	0%	?	?	?	1%
C#CCN(C[C@H]1[C@H](OC(=O)NCCCCCC)[C@H](OC(=O)NCCCCCC)C[C@H]2C(=O)N(c3ccccc3)C(=O)[C@@H]12)S(=O)(=O)c1ccc(C)cc1	-11%	1%	i	?	-3%	-2%	/	0%	/
COc1ccc(OCc2cnc(Cl)s2)cc1	15%	26%	i	-17	22%	16%	2%	23%	-1%
Cc1ccccc1NC(=O)CCC(=O)OCC(=O)c1cccc([N+](=O)[O-])c1	-9%	-7%	i	15	7%	8%	-9%	-2%	1%
CC(=O)Nc1ccc(NC(=O)CS(=O)(=O)c2cn(CC(=O)N3CCCC3)c3ccccc23)cc1	4%	2%	i	i	0%	6%	-10%	-1%	-3%
CCC(=O)Nc1ccc(-c2nc(-c3ccccc3)n(CC(=O)N3CCCCC3)n2)cc1	-5%	-6%	i	-7	-10%	-1%	1%	-4%	14%
Cc1ccn2c(-c3csc(NCc4ccccc4)n3)c(C)nc2c1	?	?	?	-21	?	?	-9%	?	?
Cc1ccc(NCC(=O)Nc2ccc(F)c(Cl)c2)cc1S(=O)(=O)N1CCOCC1	-30%	/	?	-17	?	-17%	/	-13%	/
O=C(NCc1ccccn1)Nc1cccc(F)c1	-2%	16%	i	-25	6%	0%	-17%	1%	-19%
CC1CCCCC12NC(=O)N(CC(=O)N1CCN(C(=O)c3cccs3)CC1)C2=O (stereo not given)	4%	/	i	-11	-9%	-3%	-12%	-2%	-1%
CNC(=S)N(CCc1c(C)[nH]c2ccccc12)Cc1cccnc1	?	-5%	i	-12	-17%	0%	0%	-2%	4%
Cc1csc(NC(=O)c2cc(=O)[nH]c3ccc(S(=O)(=O)N4CCOCC4)cc23)n1	14%	2%[11.3 µM]	/	-28	0%	5%	?	9%	18%

Taken from the results shown for reference:
SMILES	KB-3-1 cytotox	ATXN2 expr inh	S2 tox	IL1B secr inh	KB-V1 MDR tox	HT1080 IDH1KD tx	SW480 rereplic	HT1080NT lethal	MCF10A rerep
O=C(OC(C(=O)NC1CCCC1)c1ccccc1F)c1ccco1 (stereo not given)	14%	62%[activator]	?	0	8%	5%	-3%	19%	0%
CCOc1ccc2[nH]c(=O)c(CN(Cc3ccco3)C(CC)c3nnnn3Cc3ccccc3)cc2c1 (stereo not given)	?	?	/	?	?	?	21%	-24%	13%
CCCCNC(=O)Cc1coc2ccc3ccccc3c12	-1%	-3%	i	-20	-2%	9%	?	-4%	-178%[0.0737 µM]
CN1CCN(c2ccccc2NC(=O)c2ccc(Br)o2)CC1	-3%	-21%	i	-52*	-8%	9%	3%	4%	2%
COc1ccc(NC(=O)CSc2nc(N)cc(=O)[nH]2)cc1S(=O)(=O)N1CCCCC1	8%	-2%	i	-4	?	0%	?	7%	-6%
COc1ccc(C2CC(=O)c3cc(-c4nc(-c5cccc([N+](=O)[O-])c5)cs4)c(=O)n(-c4ccc(F)cc4)c3C2)cc1 (stereo not given)	2%	5%	i	/	17%	/	/	/	/
COc1ccc(C(=O)Nc2ccc(N3CCCC3)cc2)cc1OC	?	24%	i	-27	-35%	?	4%	-28%	?
CCc1nnc(NS(=O)(=O)c2ccc(NC(=S)NC(=O)c3cccs3)cc2)s1	?	-11%	i	0	0%	-2%	-8%	-4%	5%
CCCC(=O)NC(=S)Nc1ccc(NC(=O)c2cccs2)cc1	15%	15%	i	-10	-4%	6%	0%	6%	0%
COc1ccc(C2(c3ccc(OC)cc3)NC(=O)N(CC(=O)NCC(F)(F)F)C2=O)cc1	-7%	-1%	i	-7	-10%	-18%	0%	-4%	16%

Next records.
SMILES	KB-3-1 cytotox	ATXN2 expr inh	S2 tox	IL1B secr inh	KB-V1 MDR tox	HT1080 IDH1KD tx	SW480 rereplic	HT1080NT lethal	MCF10A rerep
CC(C)(C)N(Cc1ccccc1)C(=O)COC(=O)c1ccc(Br)o1	?	3%	i	-14	2%	-3%	-20%	-3%	5%
Nn1c(COc2cccc(Br)c2)nnc1SCC(=O)N1CCc2ccccc2C1	12%	1%	?	0	-18%	-7%	-3%	-12%	6%
O=C(COc1ccc2c3c(c(=O)oc2c1)CCC3)N1CCCCC1	18%	60%[activator]	i	7	?	-4%	-10%	3%	3%
Cc1noc(C)c1S(=O)(=O)Nc1ccc2c(c1)C(=O)N([C@H](C)CO)C[C@@H](C)[C@@H](CN(C)Cc1ccc3c(c1)OCO3)O2	0%	-3%	?	0	0%	5%	-36%[inhibitor]	3%	?
